WT yeast gro inh: growth inhibition of WT strain, primary screen, mitochondrial fusion inhibitor project, WT and mutant strains, chemical genetic; mitochondrial fusion phenotypic screen; inhibition, % at 10 µM; actives 2.1% (n = 190,000); in the data active = inhibition above about 58%; tested in S. cerevisiae
NOD2 inhibition: NOD2 signaling inhibitors, cell-based, luminescence, uHTS, HEK293 (AID 1566); HEK293 NOD2/NF-kB luciferase reporter, luminescence; higher % means a stronger effect; inhibition, % at 4 µM, or EC50 in µM where a hit was titrated; actives 0.63% (n = 290,000); in the data active = inhibition above about 50%; also: many of its hits are not listed in these tables
MT stabilizer: microtubule stabilizers in HeLa cells, primary screen, imaging, high-content imaging; HeLa tubulin immunostaining HCS, 24 h; share of cells brighter than vehicle mean+2SD; % tubulin-high responders, % at 10 µM; actives 0.83% (n = 200,000);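 active = plate Z-score above 3 for both tubulin-high and condensed-nucleus cell shares, with cell loss under 80%, at 10 µM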;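 also: anti alpha tubulin signal scored within the nucleus-defined area of each cell; some results filed as inactive read as strong as hits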
Hep lipid drop: inhibitors of hepatocyte lipid droplet formation, primary screen, imaging, high-throughput imaging, BODIPY stain | inhibition, % at 6.5 µM | AML12 mouse hepatocytes, oleate lipid droplets | actives 0.4% (n = 240,000);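 active = lipid droplet intensity inhibited by at least 50%, with more than 500 cells counted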
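Material – AML12 mouse liver cells · Also added – oleate loading, 100 µM · Compound dosing – 6.5 µM single-point dosing · Times – overnight treatment with compound plus oleate · Measured by – fluorescence imaging, 20x objective, two fields per well · Read-out – percent inhibition of filter-corrected integrated lipid droplet intensity per well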
bCat nuc transl: modulators of beta-catenin nuclear translocation, primary screen, imaging, HeLa cells, immunofluorescence, high-content; AID 1665, 2009; nuclear translocation activity, % at 5 µM; actives 0.3% (n = 190,000);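 active = nuclear translocation activity above 50% at 5 µM, with a well cell count of 50 or more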;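 also: per-cell ratio of nuclear to cytoplasmic median beta-catenin stain intensity; plate controls were DMSO negative control for no effect and GSK-3 inhibitor IX positive control for full effect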
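Test system: human HeLa cell line; Doses: 5 µM primary, 0.02–20 µM confirmation; Incubation: 24 h compound exposure, 37°C; Detection: beta-catenin immunofluorescence imaging with DAPI; Read-out: beta-catenin nuclear/cytoplasmic ratio, % activation.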
Autophagy HCS: autophagy modulators in MEF cells, primary screen, imaging, high-content, MEF GFP-LC3. calls only at 10 µM (by protocol). MEF GFP-LC3 puncta imaging; test concentration mostly 10 µM. actives 0.98% (n = 190,000). AID 463193, 2010;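 active = percentage of spot-positive cells more than 3 SD above its plate mean, without a fluorescence outlier flag or 80% toxicity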;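 also: spot-positive cell cutoff set from DMSO-treated cells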
Insulin prom up: insulin promoter activators in MIN6 cells, imaging, high-content screening, mouse beta cells | AID 1625, 2009 | MIN6 insulin promoter-GFP reporter; active compounds read high | actives 0.3% (n = 190,000) | z-score at 5 µM;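 active = z-score above 3 at 5 µM with at least 500 cells counted in the well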
Dynein transport: inhibitors of GR-EGFP nuclear translocation, primary screen, dynein cargo transport inhibitor project, imaging, high-content, 3617.4 mouse cells. test concentration mostly 20 µM; stimulated with dexamethasone, 1 µM; active compounds read low. z-score, hits read low. actives 0.47% (n = 220,000). AID 1381, 2008;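 active = plate z-score of nuclear minus cytoplasmic receptor signal below a set negative limit, without overly bright fluorescence or cell loss, cut at about -3.5 in these data, passing the limit was not always enough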;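 also: z-score of nuclear minus cytoplasmic ring GR-EGFP intensity difference per well; some compounds called inactive have numbers as strong as hits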
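medium = tetracycline-free induction medium containing charcoal-stripped FBS | probe or stimulus = dexamethasone, 1.0 µM final | timing = 48 h induction, then 1 h compound, then 30 min agonist, 37 °C | detection = automated 10x imaging of fixed Hoechst-stained cells | read-out basis = nuclear versus cytoplasmic GR-EGFP signal, averaged per well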
Yfh1-off respiration: enhancers of respiration in Yfh1-depleted yeast, dose response, Friedreich's ataxia, plus single-dose screen (AID 1465); fold induction at 50 µM; hits with a dose series show EC50 in µM; actives 0.074% (n = 220,000); S. cerevisiae Yfh1-off respiration, WST-1 reduction, 72 h; higher fold induction means a stronger effect;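 active = fold induction of absorbance versus untreated yeast above a set limit, then at least 30% activation at any dose in follow-up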;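 also: activators that raise dye reduction in frataxin-depleted yeast; strong numbers were not always called active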
WT yeast gro inh mutant strain: also measured in WT yeast gro inh; calls as there; inhibition, %; mitochondrial fusion phenotypic screen, mutant strain inhibition
Dynein transport cytoplasmic EGFP: second read-out of Dynein transport, no call of its own (marks repeat the call); z-score; measured here: cytoplasmic GR-EGFP intensity; active compounds read high
Dynein transport nuclear GR-EGFP: recorded beside Dynein transport, whose call it bears; z-score; measured here: nuclear GR-EGFP intensity;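 lower value marks the stronger effect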
Dynein transport cell count: recorded beside Dynein transport, whose call it bears; z-score; measured here: cell count per field
Insulin prom up cell count: second read-out of Insulin prom up, no call of its own (marks repeat the call); cell count; measured here: cytotoxicity, nuclei count;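 total cells summed across four imaged fields per well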
Hep lipid drop cells 6.5 µM: second read-out of Hep lipid drop, no call of its own (marks repeat the call); cell count; measured here: cell count, cytotoxicity flag;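 cells counted across two imaged fields per well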
bCat nuc transl cell count 5 µM: further read-out of bCat nuc transl, marked with its call; cell count; measured here: cell count, cytotoxicity flag
MT stabilizer Hoechst-high %: second read-out of MT stabilizer, no call of its own (marks repeat the call); % Hoechst-high responders; measured here: nuclear condensation Hoechst responders;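 share of cells brighter than vehicle mean plus two SD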
MT stabilizer cytotoxicity %: also measured in MT stabilizer; calls as there; toxicity, %; measured here: cytotoxicity by cell density;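 0% = mean cell density of plate MIN control wells and 100% = no cells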
Autophagy HCS cell loss 18 h: second read-out of Autophagy HCS, no call of its own (marks repeat the call); toxicity, %; measured here: cell loss, nuclei count;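 cell loss after 18 h compound exposure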
Starred values were filed as active, the others as inactive; i = inactive; . = no result given. This is a subset; count on the stated rates, not on these rows.

canonical_smiles,WT yeast gro inh,WT yeast gro inh mutant strain,NOD2 inhibition,MT stabilizer,MT stabilizer Hoechst-high %,MT stabilizer cytotoxicity %,Hep lipid drop,Hep lipid drop cells 6.5 µM,bCat nuc transl,bCat nuc transl cell count 5 µM,Autophagy HCS,Autophagy HCS cell loss 18 h,Insulin prom up,Insulin prom up cell count,Dynein transport,Dynein transport cytoplasmic EGFP,Dynein transport nuclear GR-EGFP,Dynein transport cell count,Yfh1-off respiration
CCc1cccc(C)c1NC(=O)c1ccc(CN2CCc3ccccc3C2)cc1,2,-9,-19%,5.0,2.3,11,-18,694,3.2,517,i,-18,-0.42,1192,0.087,-0.12,-0.022,-0.83,i
CC(C)CC(=O)NC(=S)NCc1ccccc1,4,4,4%,2.3,2.4,6.9,-16,668,4.8,564,i,2,0.48,1209,-0.86,-0.28,-0.22,3.4,i
Cn1cc(SCC(=O)Nc2ccc3c(c2)OCO3)c2ccccc21,6,-10,-7%,2.7,3.1,7.1,.,.,.,.,i,5,0.61,1002,-0.79,-0.29,-0.48,0.79,i
CC(=O)Nc1cccc(-c2cn3ccccc3n2)c1,-3,-3,-27%,2.0,1.6,12,2,692,0.3,1559,i,-35,-0.25,1435,-0.034,-0.27,0.18,0.15,i
CCc1cc2c(=O)c(-c3ccc4c(c3)OCCO4)c(C)oc2cc1OS(C)(=O)=O,8,-22,7%,11*,20*,13*,11,681,1.8,1077,i,-6,-0.64,1470,-0.65,-0.26,-0.34,0.43,i
O=C(COc1ccccc1)NCC(=O)NC1=NCCS1,-6,-1,9%,1.8,2.4,5.2,.,.,-7.1,1029,.,.,0.32,1235,-0.76,-0.21,-0.089,0.79,i
COc1ccc(C2CC3(CC(C)(C)NC(SC)=N3)Oc3cc(O)cc(C)c32)cc1 (stereo not drawn),-14,-15,-12%,2.3,3.5,5.3,-51,584,-1.0,887,i,-2,-0.58,1166,0.034,-0.3,-0.24,0.8,i
CCOC(=O)CCNCc1ccc(F)cc1,-4,-11,3%,1.7,1.2,2.1,-3,705,3.6,1083,i,-11,-1.1,1301,-0.14,-0.36,-0.38,0.68,i
CCc1ccc(C(=O)c2cnc3ccc(OC)cc3c2N2CCN(CC)CC2)cc1,-7,-6,7%,1.7,2.3,9.3,-13,720,-2.8,1100,i,-6,-0.65,1179,0.33,-0.38,-0.029,-0.43,i
C(=N\Nc1nc(Nc2ccccc2)nc(Nc2ccccc2)n1)/c1cccnc1,83*,21*,-7%,2.8,3.3,14,20,693,6.2,855,i,1,-0.13,1434,0.92,-0.26,-0.19,0.61,i
O=C(NCc1ccc(-c2nc3ccccc3s2)cc1)c1cc2ccccc2o1,12,5,1%,4.9,1.8,7.0,-8,650,-2.4,1146,i,23,-0.25,1501,0.55,-0.27,0.16,0.26,i
O=C(NC(=S)Nc1ccc2oc(=O)ccc2c1)c1ccco1,.,.,-11%,.,.,.,-6,717,-0.2,1297,.,.,0.23,1078,-0.91,-0.22,-0.054,2,i
O=C(Nc1ccccc1C(=O)N1CCN(c2ccccc2)CC1)c1ccco1,-3,-38,9%,3.8,1.3,6.1,-6,773,0.5,1050,i,2,-0.02,1295,-0.083,-0.19,-0.4,-0.69,i
COC(=O)/C=C1/S/C(=N/NC(=O)c2ccccc2)NC1=O,-17,5,5%,3.1,2.4,11,.,.,-0.8,1388,i,6,1.7,1501,0.058,-0.15,0.16,1,i
Cc1cccc(C)c1OCC(O)CN1CCCCC1 (stereo not drawn),-1,0,23%,5.4,1.8,6.9,5,678,0.2,1046,i,5,-0.32,1250,0.4,-0.31,0.022,-0.59,i
CCC(CC)c1nnc(NC(=O)CS(=O)(=O)Cc2ccccc2)s1,-19,12,.,4.3,2.4,1.8,.,.,.,.,i,0,.,.,0.3,-0.23,-0.011,0.57,i
O=C(Nc1ccccc1C(=O)NCC1CCCO1)c1ccccc1 (stereo not drawn),-2,-7,18%,2.9,1.6,7.3,.,.,-0.2,1471,i,-37,-0.45,1433,-0.036,-0.21,0.4,0.43,i
N/C(=N\N=C\c1ccco1)SC1CC(=O)N(c2ccc(C(=O)O)cc2)C1=O (stereo not drawn),-7,3,14%,4.6,1.5,3.0,24,692,0.0,1105,i,0,-0.28,1185,0.78,-0.29,-0.036,-0.65,i
C/C=C/c1ccc(OCC(=O)Nc2cc(OC)c(OC)c(OC)c2)c(OC)c1,6,18,6%,3.5,2.4,5.1,1,674,1.0,1027,i,-1,-0.36,1338,0.32,0.18,0.64,-0.039,i
Cc1ccc(NC(=O)CSc2nc3c(c(=O)[nH]2)CN(Cc2ccc(F)cc2)CC3)cc1C,20,17,6%,4.9,1.9,8.0,-31,611,-3.1,1126,i,16,0.68,1362,0.32,-0.34,0.13,1.7,i
COc1ccc(C(=O)OCc2c(C)noc2C)cc1,-2,-6,8%,4.1,3.1,8.2,-1,673,-2.2,1081,i,-14,-0.54,1187,-0.2,-0.24,-0.39,0.92,i
O=C(Cn1c(NCCO)nc2ccccc21)c1ccc(Cl)cc1,2,10,-20%,5.6,4.3,8.8,.,.,-2.5,897,i,10,0.74,1217,1.5,-0.25,0.69,-1.5,i
CS(=O)(=O)N1CCCC(C(=O)NCc2ccccc2Cl)C1 (stereo not drawn),35,25,4%,3.1,1.3,2.3,-5,739,.,.,i,-2,0.06,1251,-0.66,-0.028,-0.043,1.4,i
NS(=O)(=O)c1cccc(NC(=O)c2cncc(Br)c2)c1,.,.,9%,.,.,.,-1,722,-0.4,1396,.,.,0.19,997,-0.23,-0.12,0.52,-0.93,i
O=C1CN(C(=O)COC(=O)c2oc3ccccc3c2COc2ccccc2)c2ccccc2N1,-12,-1,-17%,0.8,1.0,8.7,-11,783,.,.,i,-26,0.43,934,0.021,0.72,0.46,-0.08,i
CS(=O)(=O)N1CCC(C(=O)NCc2ccncc2)CC1,11,24,12%,4.8,1.6,1.4,.,.,-4.0,870,i,2,2.1,1247,0.23,-0.33,0.36,-0.11,.
Cc1ccc(C(=O)CSc2nnc(CNc3ccc(C)cc3C)o2)cc1,-9,5,2%,4.2,1.6,4.6,3,688,.,.,i,-6,0.04,1229,-0.24,-0.23,-0.46,0.052,i
COC(=O)C1C(c2ccccc2)C(C(=O)OCc2ccco2)C1c1ccccc1 (stereo not drawn),76*,65*,8%,3.6,3.0,8.4,-39,660,-1.0,540,i,-1,.,.,-0.64,-0.23,-0.37,-0.4,i
COc1ccc2c(c1)c1nc3ccccc3nc1n2Cc1ccc(OC)c(OC)c1,1,-12,8%,4.8,2.3,4.5,17,660,-4.5,1157,i,1,0.2,1269,-0.51,-0.098,0.076,0.64,i
O=C(CNC(=O)c1cccs1)OCC(=O)c1ccccc1,3,5,-4%,1.4,1.0,6.4,-2,730,3.8,1140,i,0,0.25,919,-0.78,-0.16,-0.51,0.81,i
Cc1ccccc1OCC(=O)Nc1sc(C(=O)Nc2cccc(C)c2C)c(C)c1C#N,16,1,5%,2.7,1.7,6.4,.,.,0.6,1372,i,-33,2.2,1407,-1,-0.18,0.12,0.35,i
CCOC(=O)CCCCC(=O)c1[nH]c(=O)[nH]c1CSc1nc(C)cc(=O)[nH]1,-10,-10,5%,3.3,2.9,8.3,5,708,.,.,i,-53,-0.02,1303,-0.89,-0.26,0.33,0.72,i
COc1ccc(C(=S)NC2CCCCC2)cc1,25,30,-30%,1.9,0.8,7.5,.,.,-2.2,1449,i,3,0.09,1544,-0.57,0.062,-0.36,0.41,i
CCOc1ccc(Cn2nnc(C(=O)NCc3ccc(OC)cc3)c2N)cc1,6,1,6%,5.2,3.1,6.8,-6,616,3.7,1011,.,.,.,.,0.96,-0.092,0.94,-0.69,i
CC/C=C/C(=O)N1CC2(CC(c3cccc(NC(=O)COc4ccc(Cl)cc4)c3)=NO2)C[C@H]1C(N)=O (stereo partly drawn),.,.,-2%,.,.,.,-1,692,2.3,1163,.,.,0.21,752,2,-0.33,1.7,-1.8,i
CSc1nsc(SCC(=O)Nc2nncs2)n1,2,5,11%,2.1,3.3,3.7,2,771,-0.2,1090,i,-4,.,.,0.75,-0.15,0.54,-1.3,i
O=C(Nc1ccn(Cc2ccccc2F)n1)c1ccc(COc2ccc(Cl)cc2Cl)o1,32,-5,-23%,3.4,0.9,3.5,.,.,7.8,1499,i,-11,-0.92,1336,0.92,-0.22,1.1,0.014,i
